M5 antag – human M5 muscarinic receptor antagonists, primary screen, CHO cells, Fluo-8 calcium fluorescence; Muscarinic acetylcholine receptor M5 (Homo sapiens), P08912; CHO-hM5 cells, ACh EC80; inhibition, % at 3 µM; 0.59% of 360,000 active;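 active = inhibition above a per-plate cutoff, the mean of that plate's test compounds plus 3 SD, cut at about 27% in these data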;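 note: 0% = acetylcholine EC80 with DMSO and 100% = DMSO without agonist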
CRFBP-R2 block – antagonists of CRF-BP/CRF-R2 complex, primary screen, cell-based, HEK293, calcium dye fluorescence, uHTS; CRF-induced calcium fluorescence; inhibition, % at 11.8 µM; 0.59% of 350,000 active; AID 588475, 2011;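 active = inhibition of the ligand-induced calcium signal above about 50% at the single tested concentration, limit read from the data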
CRFBP-R2 agonist – agonists of CRF-BP/CRF-R2 complex, primary screen, cell-based, HEK293, calcium dye fluorescence, uHTS. CRF-binding protein / CRF receptor 2 complex (human). calcium dye fluorescence (FLIPR); percent of saturating CRF peptide response. activation, % at 13.2 µM. 0.46% of 350,000 active;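 active = activation of at least 50%, plus an integration ratio under a set limit after plate pattern correction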;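 note: plate controls were neutral control wells without compound for no effect and CRF at EC100 for full effect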
CHO-K1 Ca PAM – nonselective calcium activators in parental CHO-K1 cells, primary screen, counter-screen for M1 PAM project, cell-based, Fluo-8 calcium fluorescence, full deck, 1536-well. ATP EC20; 0% at ATP EC20, 100% at ATP max. activation, % at 3 µM. 0.02% of 360,000 active. AID 602247, 2012;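 active = activation above the run cutoff, the mean activation of all test compounds plus 3 SD, cut at about 40% in these data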;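 note: peak over basal fluorescence ratio in a 140 s read after ATP addition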
M5 PAM – human M5 muscarinic receptor positive allosteric modulators, primary screen, CHO-K1 cells, Fluo-8 calcium fluorescence; 0.3% of 360,000 active; activation, % at 3 µM; CHO-K1 hM5, ACh EC20 PAM; 0% = ACh EC20, 100% = ACh EC100; AID 624038, 2012;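 active = activation above the run cutoff, the mean activation of all test compounds plus 3 SD, cut at about 18% in these data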
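system = human M5 receptor in CHO-K1 cells | compound = one concentration, 3 µM final (nominal) | schedule = Post-acetylcholine fluorescence recording 140 s | signal = Fluo-8 calcium dye fluorescence, kinetic read | benchmarks = low control EC20 acetylcholine (0%), high control EC100 acetylcholine (100%) | repeats = singlicate, one well per test compound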
TAAR1 ag – human TAAR1 agonists, primary screen, Fluo-8 calcium fluorescence, CHO RD-HGA16 cells. vehicle wells 0%, saturating PEA agonist 100%. activation, % at 3 µM. Trace amine-associated receptor 1 (Homo sapiens), Q96RJ0. 0.99% of 360,000 active;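 active = activation above the mean activation of all test compounds in the run plus 3 SD, cut at about 38% in these data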
Target sequence (Q96RJ0 whole entry, looked up): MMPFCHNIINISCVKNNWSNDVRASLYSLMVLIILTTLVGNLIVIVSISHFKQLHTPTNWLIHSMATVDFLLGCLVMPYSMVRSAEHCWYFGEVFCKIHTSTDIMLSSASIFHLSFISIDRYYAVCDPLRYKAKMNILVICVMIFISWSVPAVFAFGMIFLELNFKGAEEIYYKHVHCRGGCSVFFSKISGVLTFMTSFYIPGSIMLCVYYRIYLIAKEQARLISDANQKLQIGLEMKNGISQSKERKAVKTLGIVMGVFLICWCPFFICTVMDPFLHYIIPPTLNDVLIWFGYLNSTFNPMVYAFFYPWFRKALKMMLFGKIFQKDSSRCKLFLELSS
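Benchmarks: low control DMSO, high control PEA (EC100); System: CHO RD-HGA16 cells carrying human TAAR1 plus Gα16; Detection: Fluo-8 fluorescence, 5 s baseline then 140 s kinetic read; Schedule: 17-24 h plating, Fluo-8 75 min 37 °C, 30 min RT; Read-out basis: % activation from peak over basal fluorescence ratio, DMSO-to-PEA scaled.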
CHRM5 agonist – human M5 muscarinic receptor agonists, primary screen, CHO-K1 cells, Fluo-8 calcium fluorescence; Muscarinic acetylcholine receptor M5 (Homo sapiens), P08912; CHO-K1 hM5 cells; 0% DMSO wells, 100% maximal acetylcholine response; 0.19% of 360,000 active; activation, % at 3 µM;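 active = activation above the run's mean over test compounds plus 3 SD, cut at about 23% in these data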;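 note: signal is peak over basal fluorescence ratio across the kinetic read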
CHRM4 PAM – human M4 muscarinic receptor positive allosteric modulators, primary screen, CHO-K1 cells, Fluo-8 calcium fluorescence; 0.4% of 360,000 active; AID 624126, 2012; Muscarinic acetylcholine receptor M4 (Homo sapiens), P08173; CHO-K1 hM4/Gqi5, ACh EC20; 0% = ACh EC20, 100% = maximal ACh; activation, % at 3 µM;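 active = activation above its plate's cutoff, the mean activation of sample wells plus 3 SD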; note: some results filed as inactive read as strong as hits
Target sequence (P08173 whole entry, looked up): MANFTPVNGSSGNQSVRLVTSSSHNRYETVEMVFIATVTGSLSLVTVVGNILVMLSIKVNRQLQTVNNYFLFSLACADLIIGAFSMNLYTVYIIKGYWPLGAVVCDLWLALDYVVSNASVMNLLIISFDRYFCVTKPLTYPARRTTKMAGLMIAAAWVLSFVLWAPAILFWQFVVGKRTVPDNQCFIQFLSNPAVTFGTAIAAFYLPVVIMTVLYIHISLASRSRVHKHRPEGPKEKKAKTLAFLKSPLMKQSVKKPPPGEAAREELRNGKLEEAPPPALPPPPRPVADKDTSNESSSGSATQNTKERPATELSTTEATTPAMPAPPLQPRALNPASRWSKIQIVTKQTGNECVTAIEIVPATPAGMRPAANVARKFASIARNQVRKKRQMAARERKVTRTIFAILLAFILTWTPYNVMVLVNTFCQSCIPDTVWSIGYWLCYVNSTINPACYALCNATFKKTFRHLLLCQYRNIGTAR
TAAR1 antagonist – human TAAR1 antagonists, primary screen, Fluo-8 calcium fluorescence, CHO RD-HGA16 cells; Trace amine-associated receptor 1 (Homo sapiens), Q96RJ0; antagonist; inhibition, % at 3 µM; 1.5% of 360,000 active; AID 624466, 2012;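 active = inhibition above a per-plate cutoff, the mean inhibition of test compounds on that plate plus 3 SD, cut at about 49% in these data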;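 note: 0% = DMSO plus EC80 beta-PEA response and 100% = DMSO alone without agonist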
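Material: RD-HGA16 CHO cells with stable hTAAR1 and Gα16; Dosing: single nominal final test compound concentration of 3 µM; Schedule: seeding 17-24 h prior, 75-min 37 °C, 30-min RT dye loading; Detection: kinetic Fluo-8 calcium fluorescence measurement; Measure: % inhibition from peak post-agonist over basal fluorescence ratio; Benchmarks: vehicle and agonist controls.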
* = called active by the depositor; x = no result given.

SMILES	M5 antag	CRFBP-R2 block	CRFBP-R2 agonist	CHO-K1 Ca PAM	M5 PAM	TAAR1 ag	CHRM5 agonist	CHRM4 PAM	TAAR1 antagonist
Cn1ncc2c(N3CCC(Cc4ccccc4)CC3)ncnc21	14	-32	1.4	13	-16	3	4	-10	18
NC1=NC[C@H](Cc2ccc(O)cc2)N1CCc1cccc2ccccc12	13	-3	0.0	-10	-9	8	-13	-1	-4
N#C/C(=C\c1ccc[nH]1)C(=O)NCC1CCCO1 (centres undefined)	-1	6	4.6	16	5	1	0	-6	14
Cc1ccc(C(=O)N/C(=C/c2ccco2)C(=O)Nc2cccc(C)c2)cc1	-5	2	0.8	9	3	6	3	16	-4
CCNC(=S)NNC(=O)c1csc2c1CCC(C)C2 (centres undefined)	-9	-32	-0.6	6	14	11	0	3	18
c1nc(N2CCC3(CC2)OCCO3)c2[nH]cnc2n1	-7	19	-1.0	22	4	0	-2	-1	8
O=C1C=C(N2CCCCC2)C2(CCCCC2)O1	7	-3	-0.2	12	-3	7	-10	1	-6
CC1(C)CC(=O)C(Sc2nnc(-c3ccc(O)cc3)n2CC2CCCO2)C(=O)C1 (centres undefined)	5	4	0.8	9	-11	6	0	-2	10
COc1ccc(C(C)=O)cc1COc1ccc(-n2cnnn2)cc1	12	9	0.1	-7	2	15	-3	3	11
CCOc1ccc(NS(=O)(=O)c2ccc(OCC(=O)NCCCOC)cc2)cc1	4	1	-0.5	17	-2	12	0	6	12
Cc1ccsc1C(=O)OCC(=O)NCCc1ccccc1	2	2	-0.7	9	14	2	-4	10	-24
Cc1nn2c(=O)cc(CSc3ccccc3NC(=O)c3ccccc3)nc2s1	8	-14	-0.5	6	-7	0	-2	-1	3
Cc1ccc(C(=O)Nc2nc(C)c(C(=O)N(C)C)s2)o1	9	-8	1.6	-2	-3	0	-3	8	-13
Cn1nc([N+](=O)[O-])c(C(C#N)c2nc3ccccc3n2C)c(Cl)c1=O (centres undefined)	9	18	2.4	-2	-4	5	1	-3	-22
Cc1ccc2[nH]c(=O)c(CC=C(Cl)Cl)c(C)c2c1	5	-20	1.1	17	5	-1	-2	1	-7
COc1ccc(C(=O)NCc2cccs2)cc1S(=O)(=O)N1CCOCC1	8	-1	-0.1	-1	2	3	1	3	-12
COc1cc(OC)c(N(C)S(=O)(=O)c2cccc(C(=O)OCC(=O)N3CCOCC3)c2)cc1Cl	5	9	-2.6	3	0	4	4	-3	6
COc1cccc(Oc2cncnc2-c2ccc(OC)cc2O)c1	2	-16	-1.0	24	-2	8	-11	-7	-11
Cc1ccc(/C=N/N2CCN(Cc3ccccc3)CC2)cc1	2	5	-1.5	3	1	14	-7	-1	0
O=C(Nc1ccc(N2CCCC2)c(Cl)c1)c1ccccc1[N+](=O)[O-]	-4	6	-1.8	12	-3	0	-2	8	-13
CCOC(=O)Cn1ccc(NC(=O)c2ccc3c(c2)OCO3)n1	5	-6	-0.1	13	3	0	-4	7	-7
CCC1CCCCN1C(=O)NC(=O)c1ccccc1 (centres undefined)	9	16	-0.7	-6	0	0	-3	1	-1
COc1ccccc1N1CCN(C(=O)C(OC(C)=O)c2ccccc2)CC1 (centres undefined)	-6	3	-0.9	5	4	3	0	8	7
CN(C)C(=O)COC(=O)c1cc(Cl)cc(Cl)c1N	-7	-7	-1.3	8	0	12	-1	3	-13
O=S(=O)(c1ccccc1)c1ccc(N2CCCCCC2)cc1	14	2	0.7	-17	-13	8	-5	-15	-3
CCC1CN(C(=O)N2CCC(C(=O)NCc3cccc(OC)c3OC)CC2)c2cc(C)ccc2O1 (centres undefined)	12	12	0.6	6	-5	14	0	-3	27
CCOc1ccc(Cl)cc1S(=O)(=O)NC1CCCC1	-12	1	0.1	0	1	5	-7	4	-28
CCN(CC(=O)NCc1ccc(F)cc1)C(=O)c1cccc(S(=O)(=O)N(C)c2ccc(OC)cc2)c1	13	-7	-0.3	-6	-8	4	1	2	-6
Cc1ccc(/C=N/N2CCN(c3ccncc3S(=O)(=O)N3CCCCC3)CC2)cc1	9	7	0.7	0	-5	9	-1	-1	2
CC(=O)c1ccc(CCCCCCCCCC(=O)O)s1	-3	25	-2.5	26	-5	2	-3	18	23
CCN(CC(=O)Nc1ccccc1C(F)(F)F)C(=O)CN1C(=O)NC(C)(c2ccc3ccccc3c2)C1=O (centres undefined)	9	-8	1.5	24	0	2	2	6	0
O=C(NCC(O)CO)c1ccc2[nH]c3ccccc3c2c1 (centres undefined)	9	6	-0.8	7	-9	5	-3	-2	1
COc1ccccc1/C=C/C(=O)NNC(=O)c1cc(C)oc1C	3	4	-3.0	-12	0	3	2	5	2
CC1(c2ccccc2)NC(=O)N(CC(=O)Nc2ccc(N3CCOCC3)cc2)C1=O (centres undefined)	-6	-15	1.9	-6	8	4	2	12	-6
CCC(=O)c1ccc(N2CCCCC2)c(F)c1	4	14	-0.5	0	-1	-1	1	-1	-1
O=C(NN=Cc1ccccc1OC(F)F)c1ccc(NS(=O)(=O)c2cccs2)cc1	4	-4	-3.0	-10	-7	4	0	0	11
CCCCN(C)C(=O)c1ccc(Nc2nc(C(N)Cc3ccc(C(F)(F)F)cc3)cs2)nc1 (centres undefined)	-5	x	x	20	9	8	5	11	-9
COCCNC(=O)C(=O)NCC(c1ccc2c(c1)OCO2)N1CCN(c2ccc(F)cc2)CC1 (centres undefined)	-2	9	-1.5	-3	2	8	-1	-3	-35
CCOc1cc(CNCCc2c[nH]c3ccccc23)cc(Cl)c1OCC(N)=O	3	-5	2.4	18	-2	4	-2	-8	-2
COC(=O)C1=C(C)N(Cc2ccccc2)C(=NCCCCO)N[C@H]1CCc1ccccc1	9	-2	0.6	-7	8	4	-4	3	5

Three entries from above, with each value named.
molecule: CCC(=O)c1ccc(N2CCCCC2)c(F)c1
  M5 antag = 4	CRFBP-R2 block = 14	CRFBP-R2 agonist = -0.5	CHO-K1 Ca PAM = 0	M5 PAM = -1	TAAR1 ag = -1	CHRM5 agonist = 1	CHRM4 PAM = -1	TAAR1 antagonist = -1

molecule: CCC1CN(C(=O)N2CCC(C(=O)NCc3cccc(OC)c3OC)CC2)c2cc(C)ccc2O1 (centres undefined)
  M5 antag = 12	CRFBP-R2 block = 12	CRFBP-R2 agonist = 0.6	CHO-K1 Ca PAM = 6	M5 PAM = -5	TAAR1 ag = 14	CHRM5 agonist = 0	CHRM4 PAM = -3	TAAR1 antagonist = 27

molecule: COc1ccccc1/C=C/C(=O)NNC(=O)c1cc(C)oc1C
  M5 antag = 3	CRFBP-R2 block = 4	CRFBP-R2 agonist = -3.0	CHO-K1 Ca PAM = -12	M5 PAM = 0	TAAR1 ag = 3	CHRM5 agonist = 2	CHRM4 PAM = 5	TAAR1 antagonist = 2

(continued)
SMILES	M5 antag	CRFBP-R2 block	CRFBP-R2 agonist	CHO-K1 Ca PAM	M5 PAM	TAAR1 ag	CHRM5 agonist	CHRM4 PAM	TAAR1 antagonist
COC(=O)NCC(c1ccco1)N1CCN(c2ccc(F)cc2)CC1 (centres undefined)	8	4	-0.3	-9	-3	7	0	0	17
CCC(CO)Oc1cc(NCc2cccc(C)c2)c2ncn(C(C)C)c2c1 (centres undefined)	4	-9	-0.8	18	-7	8	-5	13	-7
Cc1cccc(-c2nsc(SCC(=O)NCC3CCCO3)n2)c1 (centres undefined)	7	12	-5.2	4	1	1	-6	-1	-22
COc1ccc2nc(NC(=O)CSc3nnc(C)s3)sc2c1	-7	4	-1.0	13	3	8	3	13	19
Cc1ccc2cccc(OCC(=O)N3CCc4ccccc43)c2n1	-7	0	-0.1	4	2	2	1	0	-3
CC(=O)N/C(=C\c1ccccc1)C(=O)OCc1ccc(F)cc1	-5	9	-0.1	7	11	3	-2	2	-30
CC(=O)N1C(=O)CC(C)N(C(C)=O)c2ccc([N+](=O)[O-])cc21 (centres undefined)	-6	17	-1.9	11	8	0	-1	-2	-10
C=CCc1cc(S(=O)(=O)c2ccc(O)c(CC=C)c2)ccc1O	21	13	-0.2	5	-4	1	-7	-2	57*
CON(C)c1nc(Oc2ccc(=O)[nH]n2)nc(N(C)C)n1	-2	0	0.5	13	3	2	0	-5	19
COC(=O)C/C=C/N(Cc1ccccc1OC)S(=O)(=O)CCl	-10	-9	-4.5	-6	-3	0	0	4	-9
Cc1ccc2ncccc2c1[N+](=O)[O-]	2	-2	-1.5	17	-3	7	-2	-3	2
CCNC(=O)CSc1nnc(-c2cccs2)o1	5	1	0.6	23	-3	3	-3	2	-2
Cc1ccc(C(=O)CSc2ncnc3ccccc23)o1	16	3	3.5	26	-3	7	-3	-2	-9
O=C(OCc1cccc(C(F)(F)F)c1)c1ccc[nH]c1=O	15	10	0.5	17	0	7	-4	1	-2
CN(C(=O)CSCC(=O)Nc1ccc(Cl)cc1)C1CCCCC1	11	20	-2.5	14	-6	-1	-1	2	-1
O=C(CCCCCn1c(=O)[nH]c2ccccc2c1=O)NCCc1c[nH]c2ccccc12	3	-32	1.3	-4	-4	9	3	-13	25
Cc1nc2ccccc2c(=O)n1NC(=O)Cc1ccc(Br)cc1	-2	-15	-1.0	16	2	6	-1	8	17
Cn1nnnc1SCC(=O)Nc1ccc(C(=O)N2CCN(Cc3ccccc3F)CC2)cc1	12	1	-0.9	0	-3	1	0	5	7
COc1ccc(CNC(=O)[C@H](C)NC(=O)C2CC(=O)N(c3ccc4c(c3)OCO4)C2)cc1 (some centres undefined)	-16	6	-1.6	8	7	1	-3	15	-2
CCN(CC)S(=O)(=O)c1ccc(OC)c(NC(=S)Nc2cccc(C)c2C)c1	-13	35	-7.4	-12	15	0	0	12	-7
CNc1nc2[nH]c(=O)c3c(c2s1)OC(N)=C(C#N)C3c1cccc(F)c1 (centres undefined)	6	-157	103*	14	-5	16	0	8	0
COc1ccc(CCNCC(=O)Nc2ccc(C(=O)N3CCCCC3)cc2)cc1	3	-2	-0.5	8	-1	12	2	0	-5
NC(=O)c1ccc[n+](CC(=O)NCc2ccc(Cl)cc2)c1	5	5	1.9	-6	-1	0	-4	-4	-4
O=C(Nc1cc(Cl)ccc1Oc1ccccc1)c1ccc(F)cc1	-14	-35	3.3	6	2	-1	-3	10	5
